Source: PubChem
DAX1 inh-1 – blocks DAX1 repression of SF-1 activated StAR promoter | AID 652010 | HEK293T StAR-luciferase reporter, SF-1/DAX-1 repression relief | inhibition, % at 6.8 µM | 370,000 compounds, 1.1% hits;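 active = inhibition above the mean over all tested compounds plus 3 SD, cut at about 3.6% in these data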;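 note: 0% = DAX-1 cells with DMSO and 100% = cells lacking DAX-1 with DMSO; higher inhibition means more luminescence from relief of DAX-1 repression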
FXN GAA850 act – increases GAA850 frataxin promoter reporter activity; HEK293 lucGAA850 FXN promoter luciferase reporter, 24 h; percent of 10 µM SAHA response; activation, % at 6 µM; 360,000 compounds, 0.56% hits; AID 540364;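 active = activation above the average of all compounds screened plus 3 SD, cutoff fixed separately per campaign, cut at about 7.5% in these data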;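 note: 0% = DMSO wells and 100% = 10 µM SAHA wells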
PG9 Ab binder – binds the HIV-1 gp120 antibody PG9. TR-FRET gp120-PG9 antibody binding. inhibition, % at 6.7 µM. 360,000 compounds, 0.43% hits; in the data active = inhibition above about 8.5%
GC-A act – GC-A (human) enzyme activation. P16066. 370,000 compounds, 0.14% hits. activation, % at 10 µM. HEK293 GC-A cells, cGMP TR-FRET, EC30 ANP; 0% at EC30 ANP, 100% saturating ANP; in the data active = activation above about 40%
ADAM10 inh – inhibits human ADAM10; O14672; recombinant ADAM10, EDANS/DABCYL FRET peptide cleavage, 3 h; inhibition, % at 7 µM; 370,000 compounds, 0.62% hits; AID 720582;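 active = inhibition above a per-campaign cutoff equal to the mean of compounds falling between control-based bounds plus 3 SD, cut at about 20% in these data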;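 note: 0% = DMSO wells while the 100% control is not disclosed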
SMARCA2 act – SMARCA2 function activation, primary screen; MG213 cells, MMTV-luciferase reporter, dexamethasone, overnight; activation, % at 9.1 µM; 370,000 compounds, 1% hits; AID 652017; in the data active = activation above about 7.8%;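 note: 0% = vehicle wells and 100% = reference activator wells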
hcDAF12 agonist – activators of H. contortus DAF-12 nuclear receptor | HEK293 hcDAF-12 lit1-tk-luc reporter, luminescence; 0% DMSO, 100% Δ7-dafachronic acid | activation, % at 6.8 µM | 370,000 compounds, 1.4% hits | AID 652067;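 active = activation above the mean of all tested compounds plus 3 SD, cut at about 5.5% in these data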;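 note: 100% = response to 3 µM Δ7-dafachronic acid high control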
ssDAF-12 act – activators of S. stercoralis DAF-12 nuclear receptor | activation, % at 6.8 µM | 370,000 compounds, 1% hits | HEK293 ssDAF-12/GRIP1 lit1-tk-luc reporter, luminescence; % of 3 µM dafachronic acid response;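 active = activation above the mean over all tested compounds plus 3 SD, cut at about 0.9% in these data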;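 note: 0% = DMSO-only wells and 100% = 3 µM delta7-dafachronic acid wells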
DAX1 inh-2 – NR0B1 (DAX1) inhibition; P51843; AID 504766; HEK293 Gal4-DAX1 luciferase reporter, luminescence; inhibition, % at 6.75 µM; 340,000 compounds, 0.99% hits;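 active = inhibition above the mean over all tested compounds plus 3 SD, cut at about 4.2% in these data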;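 note: 0% = DAX1-transfected cells with DMSO and 100% = empty-vector control cells with DMSO; inhibition shows as a rise in luminescence from relieved DAX1 repression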
Target sequence (P51843 207-470 limits assumed): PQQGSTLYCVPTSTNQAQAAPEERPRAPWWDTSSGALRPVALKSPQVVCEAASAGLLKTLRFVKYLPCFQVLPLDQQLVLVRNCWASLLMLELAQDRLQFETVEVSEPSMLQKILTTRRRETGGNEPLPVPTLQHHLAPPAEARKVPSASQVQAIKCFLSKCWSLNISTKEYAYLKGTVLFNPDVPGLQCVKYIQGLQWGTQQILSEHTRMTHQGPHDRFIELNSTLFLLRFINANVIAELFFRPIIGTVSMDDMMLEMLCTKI
ADAM17 inh – inhibitors of human ADAM17; inhibition, % at 6.95 µM; recombinant ADAM17, EDANS/DABCYL FRET peptide cleavage; P78536; 370,000 compounds, 0.83% hits;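 active = inhibition above the mean of compounds lying between control limits plus 3 SD, set per campaign, cut at about 8.5% in these data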;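 note: 0% = DMSO-only wells as the low control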
Target sequence (P78536 215-824 limits assumed): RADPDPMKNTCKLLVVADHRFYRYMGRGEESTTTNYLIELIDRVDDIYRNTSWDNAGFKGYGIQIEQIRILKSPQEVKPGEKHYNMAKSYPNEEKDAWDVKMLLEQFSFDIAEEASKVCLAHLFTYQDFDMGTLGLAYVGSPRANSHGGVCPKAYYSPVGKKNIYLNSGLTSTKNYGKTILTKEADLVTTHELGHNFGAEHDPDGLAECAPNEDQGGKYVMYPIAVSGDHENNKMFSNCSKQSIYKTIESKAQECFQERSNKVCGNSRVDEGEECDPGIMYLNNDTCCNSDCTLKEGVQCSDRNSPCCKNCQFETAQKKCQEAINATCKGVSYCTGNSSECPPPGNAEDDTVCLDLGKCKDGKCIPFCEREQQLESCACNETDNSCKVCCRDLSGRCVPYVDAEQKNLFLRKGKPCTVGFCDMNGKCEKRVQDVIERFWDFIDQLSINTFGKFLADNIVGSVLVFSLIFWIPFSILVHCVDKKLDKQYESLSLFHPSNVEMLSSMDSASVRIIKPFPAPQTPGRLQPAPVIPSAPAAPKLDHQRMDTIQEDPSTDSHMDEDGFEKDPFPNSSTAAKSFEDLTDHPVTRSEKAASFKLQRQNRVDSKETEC
hgDAF-12 ag – agonists of H. glycines DAF-12 nuclear receptor. HEK293 GAL4-hgDAF12 UAS-luciferase reporter, agonist luminescence; normalized to butyrate control. activation, % at 6.8 µM. 370,000 compounds, 1.8% hits;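 active = activation above a cutoff set at the mean of all screened compounds plus 3 SD, cut at about 10% in these data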;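 note: 0% = DMSO wells and 100% = sodium butyrate wells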
Starred values were filed as active, the others as inactive; i = inactive; nt = not tested or not shown. The order is random (roughly 6.8% active in at least one column).

structure,GC-A act,ADAM10 inh,PG9 Ab binder,DAX1 inh-2,hgDAF-12 ag,ssDAF-12 act,FXN GAA850 act,DAX1 inh-1,SMARCA2 act,hcDAF12 agonist,ADAM17 inh
C/C=C\C=C/C(=O)Nc1cccc(C2=NOC3(C2)C[C@@H](C(N)=O)N(C(=O)c2ccc(Cl)cc2)C3)c1 (stereo partly drawn),0.8,-0.6,1.7,0.5,2.1,-1.2,-1.4,-0.4,-0.8,-1.7,-3.7
COc1ccc(/C=N/N2C(C)CCCC2C)cc1O (stereo not drawn),-5.0,2.7,-0.5,-0.1,2.0,0.9*,1.1,0.7,3.3,8.1*,-0.5
O=C1NCCCC1C(=O)N/N=C/c1cc([N+](=O)[O-])ccc1O (stereo not drawn),-0.4,-6.7,-1.1,-0.6,-3.6,-2.1,-0.4,-0.3,0.4,-1.8,-2.9
Cc1ccc(S(=O)(=O)N2CCCCC2)cc1NC(=O)CCNC(=O)c1ccccc1,-0.1,-1.5,1.8,0.2,-3.9,-1.2,0.8,-0.6,-1.0,-0.2,-8.8
COCCNC(=S)N(C)[C@H]1C[C@H]2c3cc(Oc4ccccc4C)ccc3CCN2C(=O)[C@H]1[C@H](C)O,3.3,2.9,-0.4,-0.9,-2.6,-1.1,-9.7,-1.8,-1.6,-1.7,0.2
O=C(CCCc1cccs1)Nc1nccs1,1.8,2.2,1.7,2.3,3.2,-0.9,0.9,-1.2,-0.2,-0.5,-1.1
C=CCOC(=O)N1CCN(c2cccc(C(F)(F)F)c2)CC1,2.3,-0.2,-1.7,-0.1,1.3,-1.2,-0.2,0.8,0.6,-2.1,-4.3
Cc1ccc(NC(=O)CNc2cc(S(=O)(=O)N3CCOCC3)ccc2NCC2CCCO2)cc1F (stereo not drawn),0.3,1.5,-2.4,-1.5,-0.4,-1.3,-1.9,-0.8,-1.5,-2.3,0.8
O=C(/C=C/c1ccccc1)N/C(=C/c1ccccc1)C(=O)Nc1ccc(C(=O)O)cc1,-2.5,-1.9,-2.6,0.2,0.3,0.6,1.7,0.0,-2.1,1.5,4.0
CCOc1cc(N2CCOCC2)c(OCC)cc1NC(=O)CCS(=O)(=O)c1ccc(Cl)cc1,-5.6,-5.1,-0.2,-0.9,-0.5,-1.1,-0.8,-0.5,-1.8,-2.8,-3.1
C=C(C)C1CC=C(CN2CCC(C(=O)OCC)CC2)CC1 (stereo not drawn),-1.0,1.1,0.2,0.2,7.1,-1.5,1.1,-1.0,-1.3,0.1,-4.6
CCn1c(=O)cc(SCC(=O)N2CCN(c3ccccc3F)CC2)c2ccccc21,-9.1,3.8,-2.4,0.6,-0.4,-0.8,-0.2,-0.8,-3.3,-1.4,-2.4
COc1ccc(-c2csc(NC(=O)c3cc(=O)c4ccccc4o3)n2)cc1OC,1.9,-4.3,0.5,-0.6,2.0,-2.1,-0.9,-0.9,-4.7,-1.6,-0.3
COc1ccccc1-c1nnc(SC/C(O)=C(\C#N)c2nc3ccccc3[nH]2)n1C1CCCCC1,-8.2,28.3*,-3.2,0.8,-0.8,-0.8,0.5,0.6,-4.9,2.1,8.7*
CCCCOCC1CN(CCCC)S(=O)(=O)c2c(NCc3cc(OC)c(OC)c(OC)c3)cccc2O1 (stereo not drawn),-0.7,-2.6,0.8,nt,-2.8,-1.9,nt,-1.3,-2.6,-2.3,1.1
COc1cc(C2C(C#N)=C(N)OC3=C2C(=O)CCC3)c([N+](=O)[O-])cc1OC (stereo not drawn),-6.4,-149.6,-0.4,0.2,-2.5,-0.3,3.8,0.3,-1.4,-0.7,-34.8
Cn1c(SCC(=O)N2CCCCCC2)nnc1-c1ccco1,2.3,9.8,-1.0,1.7,0.1,-0.9,3.5,-0.1,-1.8,-1.7,-1.1
Cn1c(-c2ccc(F)cc2)cnc1NCc1ccccc1,-5.2,-0.2,-0.9,-0.1,0.4,-0.8,-3.6,-0.4,4.9,-0.8,0.9
COc1cc(C(=O)C(=O)N2CCN(c3ccc(C)cc3)CC2)cc2ccccc12,-3.5,3.6,0.8,nt,-0.2,-0.9,nt,0.1,5.3,-0.2,-0.5
COc1ccc(N=C2NC(=O)C(CO)(CO)S2)cc1,2.4,-3.7,-0.1,-0.6,1.1,-0.7,0.0,-1.1,-0.1,-1.2,0.0
O=C(CN1C(=O)/C(=C/c2ccc(F)cc2)SC1=S)NC1CCS(=O)(=O)C1 (stereo not drawn),-4.7,3.9,-1.3,2.0,0.0,-0.6,0.9,0.4,3.8,2.1,-3.0
COCCn1c(SCC(=O)Nc2cccc(S(N)(=O)=O)c2)nc2ccccc21,3.8,-0.4,-0.1,-0.5,-1.1,-1.0,-0.8,0.2,0.9,2.6,-2.5
O=C(/C=C/[C@H]1O[C@@H](n2ccc(=O)[nH]c2=O)[C@H](O)[C@@H]1O)NCc1cccs1,4.7,3.4,1.0,nt,2.2,-0.5,nt,0.9,-2.4,-0.3,1.0
Cc1ccc(S(=O)(=O)N2C[C@H]3[C@H]4C(=O)N(c5ccccc5)C(=O)[C@H]4CC(=O)[C@H]3[C@@H]2c2ccccc2F)cc1,1.6,-14.8,-1.6,nt,-2.3,-0.8,nt,0.2,0.6,0.5,-4.3
Cc1c(Cl)cccc1NC(=O)CNC(=O)C1CCN(C(=O)Nc2ccccc2)CC1,0.7,2.7,0.6,1.1,1.1,-1.1,-1.8,-0.9,0.2,-1.3,-0.2
CCCCN1CCc2c([nH]c3ccccc23)C1=O,0.7,-21.1,-0.1,2.0,7.4,-0.1,5.0,0.1,4.6,3.9,-12.4
Cc1ccccc1NS(=O)(=O)c1cc(C(=O)NCCC2=CCCCC2)ccc1C,-5.2,-0.3,1.0,-0.8,-2.0,-1.3,-2.0,0.0,-4.8,-1.7,0.9
CCC(C)Cn1cnc2c(SCc3ccccn3)nc(N)nc21 (stereo not drawn),4.7,-0.3,-1.3,0.3,2.6,-1.1,3.7,0.0,-1.5,-0.4,-1.6
CC(=O)C1=C(c2ccccc2)NC(=O)NC1c1ccc(O)c(Cl)c1 (stereo not drawn),-3.2,7.8,-0.5,0.1,2.0,-0.8,1.0,0.0,0.2,-0.8,-1.3
Cc1cccc(NC(=O)CN2CCCN(S(=O)(=O)c3ccc(Br)s3)CC2)c1,-5.5,12.6,0.7,-1.1,-1.8,-1.5,0.7,-0.1,-1.9,1.6,0.5
CN(CCOc1ccccc1)CC(O)COc1ccccc1 (stereo not drawn),1.7,-1.3,-0.5,-0.8,3.3,-0.7,2.0,0.1,-1.4,0.5,3.3
O=C1CSC(=S)N1N=Cc1c(O)ccc2ccccc12,-3.0,-25.4,-1.9,3.0,3.9,1.0*,-0.8,1.5,-1.7,4.1,-5.9
COc1cccc(NC(=O)COc2ccc(N3CC(C(=O)NCC(C)C)CC3=O)cc2)c1 (stereo not drawn),-5.5,11.9,-1.1,-0.4,-2.1,-0.8,-0.2,0.3,1.9,-0.4,-2.8
CCN(CC)CCCN=C1N[C@@H](c2cccc(C(F)(F)F)c2)C(C(=O)OC)=C(C)N1CC,-13.2,-5.9,1.1,-0.2,0.1,-1.3,0.4,0.7,-0.4,-0.5,-2.5
N=c1c(C(=O)NCCN2CCOCC2)cc2c(=O)n3ccccc3nc2n1CCCN1CCOCC1,10.7,i,0.7,-0.5,0.0,-1.2,1.0,0.8,-1.7,-1.6,-381.1
CCC1(CC)C(=O)N(C)C(=O)NC1=NCc1ccccc1,5.5,-5.4,0.4,0.2,-1.7,-1.5,-2.4,-0.6,0.6,1.5,-1.9
Cc1ccc(C(=O)Nc2ccccc2C(=O)N2CC3(C)CC2CC(C)(C)C3)cc1 (stereo not drawn),-2.3,-1.9,0.3,-1.6,-3.6,-1.7,-3.0,-1.8,-3.3,-1.7,-5.9
CCOC(=O)C(C(=O)Nc1ccc(C)cc1)C1CCCCC1 (stereo not drawn),-3.2,4.3,-1.7,0.2,-0.5,-1.3,1.1,-1.3,-0.8,-1.8,1.1
CCc1nnc(NC2=NCCC2)s1,1.9,2.4,-0.7,0.5,0.3,-0.9,-0.1,-0.1,-2.7,-1.6,-4.1
O=C(C[C@H]1C=C[C@@H](NS(=O)(=O)c2ccccc2)[C@@H](CO)O1)NCc1ccc(Cl)c(Cl)c1,0.3,-2.5,0.5,nt,-3.2,-0.4,nt,-0.6,-1.4,-2.2,-0.5
Cc1cc(N)n2ncc(-c3ccc(F)cc3)c2n1,-3.6,-34.4,-0.5,-0.7,8.6,-0.9,4.5,1.8,0.2,1.0,-12.5
CCOc1ccc2nc(SCC(=O)c3ccc(C)s3)sc2c1,0.9,3.2,-1.4,0.9,1.7,-1.1,1.9,1.2,0.8,-2.0,-3.1
CCOc1ccc(/C=N/NC(=O)c2ccc(Cn3cc(Br)cn3)o2)cc1,2.4,-1.9,-1.5,3.6,1.4,-0.8,3.8,0.0,1.9,2.4,-3.6
COc1ccc(-c2cc(C(=O)N3CCN(c4ccccn4)CC3)c3ccccc3n2)cc1,1.5,-54.2,-0.6,-1.4,1.1,-1.0,-3.4,0.7,3.9,0.0,-17.9
